PPARg SRC3 recr – promotes SRC-3 coactivator recruitment by human PPARgamma; P37231; biochemical PPARgamma/SRC-3 coactivator recruitment assay; activation, % at 8 µM; hit rate 0.26% among 200,000; in the data active means activation above about 23%;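 further: 0% = DMSO and 100% = reference agonist; some compounds past the cut are filed as inactive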
Target sequence (P37231 whole entry, looked up): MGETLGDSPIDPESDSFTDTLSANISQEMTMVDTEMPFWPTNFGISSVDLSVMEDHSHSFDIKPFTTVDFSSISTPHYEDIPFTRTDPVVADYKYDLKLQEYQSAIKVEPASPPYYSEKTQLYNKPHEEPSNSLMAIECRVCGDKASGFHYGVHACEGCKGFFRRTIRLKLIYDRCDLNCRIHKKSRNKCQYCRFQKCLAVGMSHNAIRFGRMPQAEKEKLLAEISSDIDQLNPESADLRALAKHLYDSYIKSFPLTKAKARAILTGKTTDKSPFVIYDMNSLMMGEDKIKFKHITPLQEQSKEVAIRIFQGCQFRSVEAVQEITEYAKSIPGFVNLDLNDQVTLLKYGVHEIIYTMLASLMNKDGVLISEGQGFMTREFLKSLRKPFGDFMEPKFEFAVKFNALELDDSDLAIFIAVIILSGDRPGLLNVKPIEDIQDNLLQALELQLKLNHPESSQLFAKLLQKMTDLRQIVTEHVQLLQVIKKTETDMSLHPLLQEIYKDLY
STAT3 activator – increases IL-6 driven STAT3 reporter signal; U3A cells, IL-6 STAT3-luciferase reporter, luminescence; 100% = signal with IL-6 EC80 alone; activation (% of control), % at 5.6 µM; hit rate 0.91% among 190,000;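 active means activation above the screen-wide mean of compound activation plus 3 SD, cut at about 130% in these data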;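 further: 0% = background luminescence of wells with medium and substrate only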
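Material: STAT3-luciferase reporter U3A cells. Controls: IL-6-treated wells, 100% activation. Read-out: % activation versus median of IL-6-stimulated wells. Probe or stimulus: IL-6 stimulus at 33 ng/mL final. Timing: compound 1 h, then IL-6 6 h at 37 °C. Signal: reporter luminescence signal.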
bIAP act – increases bovine intestinal alkaline phosphatase activity | activation factor at 20 µM | hit rate 0.17% among 200,000 | purified bovine IAP, CDP-star luminescence, 30 min; active compounds read high; fold of DMSO-control signal, blank-subtracted;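 active means activation factor of 2 or more at 20 µM, a signal rise over negative controls twice the positive control's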
STAT3 inh – inhibitors of IL-6 induced STAT3 signaling | hit rate 0.89% among 190,000 | AID 862 | inhibition, % at 5.5 µM | U3A cells, IL-6 STAT3-luciferase reporter, luminescence; host cell line lacks STAT1;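 active means inhibition above the mean inhibition across all screened compounds plus 3 SD, cut at about 44% in these data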;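 further: 0% = DMSO only wells and 100% = 100 µM nifuroxazide control wells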
TNAP act hiacc – TNAP (human) activation, high acceptor | purified TNAP, CDP-star luminescence, 1 M DEA, 30 min; active compounds read high; 0 = EDTA background, 1 = DMSO-only activity | 200,000 tested, under 10 active | AID 1136 | P05186 | activation factor at 20 µM;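 active means activation factor at least 2 at 20 µM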
Target sequence (P05186 whole entry, looked up): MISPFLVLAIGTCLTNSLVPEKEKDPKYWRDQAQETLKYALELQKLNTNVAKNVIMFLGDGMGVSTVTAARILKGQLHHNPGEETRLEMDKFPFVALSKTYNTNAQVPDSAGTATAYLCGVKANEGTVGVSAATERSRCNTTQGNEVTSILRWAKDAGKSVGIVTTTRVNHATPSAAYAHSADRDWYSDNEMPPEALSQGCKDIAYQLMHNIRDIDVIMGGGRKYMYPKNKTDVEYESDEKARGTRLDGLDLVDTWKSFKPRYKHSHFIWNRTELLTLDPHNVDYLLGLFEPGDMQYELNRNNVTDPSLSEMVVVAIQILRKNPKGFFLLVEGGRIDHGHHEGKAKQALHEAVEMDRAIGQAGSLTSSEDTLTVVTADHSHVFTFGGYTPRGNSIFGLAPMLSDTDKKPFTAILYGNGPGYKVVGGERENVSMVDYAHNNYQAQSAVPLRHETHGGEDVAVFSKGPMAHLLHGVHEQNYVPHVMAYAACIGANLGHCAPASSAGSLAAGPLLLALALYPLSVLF
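Measured by: Luminescent substrate turnover signal | Test system: Human TNAP | Input: TNAP 1/800 final | Dosing: 20 µM single point | Schedule: 30 min, room temperature | Controls: EDTA wells as negative control, DMSO wells as positive control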
PPARg SRC-1 ag – agonists of human PPARgamma SRC-1 coactivator recruitment | AID 631 | activation, % at 8 µM | hit rate 0.41% among 200,000 | P37231 | PPARgamma-SRC-1 coactivator recruitment biochemical assay; in the data active means activation above about 19%;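 further: 0% = DMSO and 100% = reference agonist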
bIAP inhibitor – blocks bovine intestinal alkaline phosphatase activity | purified bovine IAP, CDP-star luminescence, 30 min | inhibition, % at 20 µM | 190,000 tested, under 10 active;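 active means over 50% inhibition of intestinal alkaline phosphatase at 20 µM in the single-dose screen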
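System: Purified bovine intestinal alkaline phosphatase (IAP) enzyme | Input: IAP diluted 1/65,000,000 in the well | Also added: CDP-star chemiluminescent phosphatase substrate, 30 µM final | Dosing: 20 µM single dose | Times: Enzyme reaction for 30 min at room temperature | Detection: Luminescence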
SRC2 TRFRET art – TR-FRET artefact, counter-screen to PPARgamma/SRC-2 agonist assay. hit rate 0.4% among 200,000. active compounds read high. TR-FRET ratio at 8 µM; in the data active means TR-FRET ratio above about 2000; further: inactives centre near 1500
PPARg SRC-2 ag – agonists of SRC-2 recruitment by human PPARgamma | P37231 | PPARgamma LBD-SRC-2 recruitment, biochemical | activation, % at 8 µM | hit rate 0.34% among 200,000 | AID 1032; in the data active means activation above about 22%;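 further: 0% = vehicle and 100% = reference agonist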
ROMK mod – modulates human ROMK potassium channel activity; B-score at 10 µM; Tet-inducible ROMK, thallium flux fluorescence; actives lie on both sides; hit rate 2% among 130,000; P48048;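 active means signal ratio slope over the read window, or its plate-corrected B-score, at least 3 SD from the plate mean, either direction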;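 further: B-score of the F/F0 ratio slope over 7 to 12 s after thallium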
STAT1 inh – inhibitors of IFN-gamma induced STAT1 signaling. hit rate 0.35% among 200,000. inhibition, % at 5.5 µM. NIH 3T3 STAT1-luciferase reporter, luminescence;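 active means inhibition above a set limit, the mean inhibition across all tested compounds plus 3 SD, cut at about 34% in these data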;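 further: 0% = IFN-gamma with DMSO and 100% = IFN-gamma with 300 µM nifuroxazide; values of inactives mirror those of a sister screen read the other way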
* marks the source's active call; other numbers are inactive results; . = not tested or not shown.

SMILES	PPARg SRC3 recr	STAT3 activator	bIAP act	STAT3 inh	TNAP act hiacc	PPARg SRC-1 ag	bIAP inhibitor	SRC2 TRFRET art	PPARg SRC-2 ag	ROMK mod	STAT1 inh
CC1CN(c2snnc2C=C2C(=O)OC(C)(C)OC2=O)CC(C)O1 (stereo unspecified)	6	100	1.1	1	1	12	-9	1551	3	1.4	-4
Cc1ccc(C(=O)Cn2nnc3ccccc32)cc1C	2	102	0.9	-2	1	4	11	1546	5	.	-47
N#CCCn1[nH]c(-c2ccccc2)cc1=O	2	106	0.9	-4	1	2	7	1564	0	.	-8
CCCCC(=O)Nc1ccc(C(=O)NCCc2ccc(S(N)(=O)=O)cc2)cc1	2	102	0.9	-3	1	-1	5	1600	4	0.42	-7
O=S1(=O)C=C(SCc2ccc(Cl)c(Cl)c2)Nc2ccccc21	0	80	1	26	1	0	1	1653	2	.	3
COc1ccc(Nc2nc(N)nc(CSc3nnc(C)s3)n2)cc1	-4	114	1.1	-13	1	-2	-5	1425	-5	.	-22
O=C(NNc1ccccc1)C(CCO)C(=O)NNc1ccccc1	-1	107	1.2	-3	1.1	-14	-21	1562	7	-0.054	1
Cc1ccc(S(=O)(=O)n2nc(C)c(C#N)c2N)cc1	5	93	0.8	10	1	6	24	1660	4	.	1
CCOC(=O)C1CCN(C(c2ccccn2)c2c(C)[nH]c3ccccc23)CC1 (stereo unspecified)	-1	91	1	15	1	0	-2	1325	4	-0.68	4
CC(NC(=O)c1ccc(F)cc1)c1nc2ccccc2n1Cc1ccccc1F (stereo unspecified)	-6	94	0.9	7	1	1	6	1491	11	-0.2	7
Cc1cc(NC2C3CC4CC(C3)CC2C4)n2nnnc2n1 (stereo unspecified)	1	95	0.8	12	1	-7	21	1386	0	.	5
Cc1ccccc1CC1(CO)CCCN(Cc2nc(-c3cccs3)oc2C)C1 (stereo unspecified)	2	103	1.1	2	1	5	-8	1788	10	-1.2	-4
COc1ccccc1NC(=O)Cn1cncc1-c1ccc([N+](=O)[O-])cc1	-12	85	1	25	1	-7	4	1240	3	-1.1	7
COC(=O)Cc1c(O)ccn(Cc2cccc3ccccc23)c1=O	-3	105	1	4	1	-2	1	1413	-2	.	5
O=C(NCc1ccccc1Cl)C(=O)c1c[nH]c2ccccc12	6	78	0.9	32	1	-1	7	1575	3	-0.76	-25
Nc1ccnc(C(F)(F)F)c1C(=O)c1ccccc1	3	101	0.9	4	1.1	-5	7	1618	2	.	3
Cc1cccc(NC(=O)CSc2nc(C)c(Cc3ccccc3)c(=O)[nH]2)c1C	0	102	1.1	3	1	2	-5	1385	-11	0.48	-6
O=C(CN(Cc1ccccc1)C(=O)c1ccco1)NCc1ccc(F)cc1	11	100	1	4	1.1	16	3	1660	7	0.014	4
COc1ccc(NC(=O)C(=O)N/N=C/c2cc(C)n(-c3cccc(Cl)c3Cl)c2C)c(OC)c1	-6	100	1.2	1	1.1	3	-22	1509	3	1.8	-7
CCOc1ccc2c(C)nc(NC3=NC(C)(C)C=C(C)N3)nc2c1	5	112	0.7	-12	1	-3	26	1503	0	-1.9	3

Random excerpt: two records from the list
SMILES	PPARg SRC3 recr	STAT3 activator	bIAP act	STAT3 inh	TNAP act hiacc	PPARg SRC-1 ag	bIAP inhibitor	SRC2 TRFRET art	PPARg SRC-2 ag	ROMK mod	STAT1 inh
CCCCC(=O)Nc1ccc(C(=O)NCCc2ccc(S(N)(=O)=O)cc2)cc1	2	102	0.9	-3	1	-1	5	1600	4	0.42	-7
Cc1ccccc1CC1(CO)CCCN(Cc2nc(-c3cccs3)oc2C)C1 (stereo unspecified)	2	103	1.1	2	1	5	-8	1788	10	-1.2	-4

Returning to the listing with the four entries that preceded the break.
SMILES	PPARg SRC3 recr	STAT3 activator	bIAP act	STAT3 inh	TNAP act hiacc	PPARg SRC-1 ag	bIAP inhibitor	SRC2 TRFRET art	PPARg SRC-2 ag	ROMK mod	STAT1 inh
Cc1cccc(NC(=O)CSc2nc(C)c(Cc3ccccc3)c(=O)[nH]2)c1C	0	102	1.1	3	1	2	-5	1385	-11	0.48	-6
O=C(CN(Cc1ccccc1)C(=O)c1ccco1)NCc1ccc(F)cc1	11	100	1	4	1.1	16	3	1660	7	0.014	4
COc1ccc(NC(=O)C(=O)N/N=C/c2cc(C)n(-c3cccc(Cl)c3Cl)c2C)c(OC)c1	-6	100	1.2	1	1.1	3	-22	1509	3	1.8	-7
CCOc1ccc2c(C)nc(NC3=NC(C)(C)C=C(C)N3)nc2c1	5	112	0.7	-12	1	-3	26	1503	0	-1.9	3
Cc1ccc(/C=C2\SC(=S)N(c3cccnc3)C2=O)cc1	-2	99	1	7	1	-5	-2	1528	3	1	5
COC(=O)c1ccc(NC(=O)CN(c2ccc3c(c2)OCO3)S(C)(=O)=O)cc1	-3	110	0.7	-15	1	-9	26	1406	-5	0.35	-7
COc1cc(/C=C/C(=O)O)cc(S(=O)(=O)Nc2ccc3c(c2)OCO3)c1OC	2	104	1	4	1.1	5	-1	1387	1	-1.8	5
Cc1ccc(C)c(NS(=O)(=O)c2cc(C(=O)NCCSC3CCCCC3)ccc2C)c1	0	108	1	-1	1	5	3	1368	-5	0.88	1
CC1(C)CC(=O)C(CC(=O)Nc2cc(C(F)(F)F)ccc2Cl)C(=O)C1	1	97	0.9	9	0.6	6	10	1600	4	-0.023	6
CN1CCN(CC(=O)Nc2ccc(Cl)cc2Cl)CC1	0	110	1	-8	1	-1	1	1437	5	-0.078	0
N=C1C(=O)OCC1c1ccccc1NC(=O)c1ccc(F)cc1 (stereo unspecified)	9	99	0.9	0	1	9	6	1599	-5	.	-5
O=C(Nc1cccc([N+](=O)[O-])c1)C1CC(=O)N(C2CCCCC2)C1 (stereo unspecified)	6	105	0.9	-1	1	3	9	1413	5	0.083	-6
O=C(O)CCCNC(=O)CCCNC(=O)C(c1ccccc1)c1ccccc1	5	102	1.1	-2	1	-9	-10	1364	7	1	2
O=C(/C=C/c1ccccc1Cl)c1ccccc(=O)c1O	4	112	1	-9	0.9	4	5	1527	0	-4.2*	17
Cc1ccc(Nc2c(F)c(F)c(F)c(F)c2C(=O)O)cc1	-1	103	1.2	2	1	6	-23	1663	13	0.26	4
COC(=O)c1sc(N)c(C(=O)OC)c1CSc1nnc(-c2ccccc2Cl)n1C	-1	97	0.9	12	1.1	4	8	1530	1	-1.2	8
CCOc1ccc(CCNC(=O)Cn2c(-c3nonc3N)nc3ccccc32)cc1OCC	-6	102	0.9	2	1	1	8	1523	-6	0.017	-5
COC(=O)C1C(=O)C=C(N2CCOCC2)CC1(C)C (stereo unspecified)	-5	108	1	-3	1	3	2	1580	1	0.76	-4
COc1ccc(NC(=S)NCCCCCC(=O)C[N+](=O)[O-])cc1	4	111	0.9	-14	1	-1	13	1564	2	1.1*	6
Cc1ccc2c(CSc3nncs3)cc(=O)oc2c1	5	102	1	3	1	4	-3	1500	11	.	-8
CCN(CC)S(=O)(=O)c1ccc(C(=O)OCC(=O)Nc2ccc(-c3nc4ccc(C)cc4s3)cc2)cc1	2	60	0.9	47*	1	15	14	1445	4	-0.18	-60
COc1nc(NC2CCCCC2)nc(N2CCCCCC2)n1	12	94	0.9	9	1	5	7	1545	17	-0.81	2
O=C(Nc1nc(-c2ccc(F)cc2)cs1)c1ccc(N2C(=O)CCC2=O)cc1	2	74	0.9	30	1	-5	9	1568	-3	0.00024	9
Nc1c(C(=O)Nc2cccc(Cl)c2Cl)sc2nc(-c3cccnc3)ccc12	1	101	1.2	1	1	2	-24	1717	-4	.	1
O=C(Cn1cnc2c(cnn2-c2ccccc2)c1=O)c1ccc(Cl)cc1	18	101	0.9	4	1	7	10	1617	12	.	-10
COC(=O)C1C(=O)c2c([nH]c(C(=O)OC3CCCC3)c2C)CC1C (stereo unspecified)	-2	108	0.9	-9	1	-5	14	1610	0	-0.7	-57
O=C(N/N=C/c1c[nH]c2ccc(Br)cc12)c1ccccn1	-1	95	1.2	7	1	6	-19	1681	11	-0.92	-7
O=C(NCC1CCCO1)C(c1ccc(F)cc1)N(Cc1ccc(F)cc1)C(=O)Cn1nnc(-c2cccs2)n1 (stereo unspecified)	-4	103	1	0	1	3	2	1383	-3	.	-4
CC(=O)Nc1ccc2c(c1)N(C(=O)CN(C)C)c1ccccc1CC2	-6	102	0.9	-1	1	0	10	1307	-3	.	-8
CCCc1noc2c1C(c1ccoc1)C(C#N)=C(N)N2 (stereo unspecified)	-6	108	0.9	-4	1	8	6	1752	20	-2.6*	5
CC(=O)c1cccc(S(=O)(=O)N2CCN(c3nc4cc(C)cc(C)c4cc3C#N)CC2)c1	39*	81	1	25	1	26*	2	1642	-6	.	9
CC(C)=NOCc1ccc(-c2cn([C@@H]3COC[C@H]3O)nn2)cc1	1	100	0.9	-3	1	1	8	1598	10	-0.19	-1
COc1ccc(C(CC(=O)Nc2nccs2)n2cccc2)cc1 (stereo unspecified)	-15	111	1	-8	1.1	1	3	1632	-12	-0.42	-62
O=C(NC(O)C(=O)c1cccs1)c1cccnc1 (stereo unspecified)	-3	106	1	-3	1	12	5	1615	-1	.	5
COc1ccc(CCn2nnnc2CN2CCN(C(=O)c3ccco3)CC2)cc1OC	-4	113	1	-10	1.1	2	1	1685	-1	0.00072	3
Nc1c(C(=O)NC2CCCC2)c2nc3ccccc3nc2n1/N=C/c1ccco1	3	97	1	8	1	9	-2	1670	16	0.042	-2
O=C(C1CCCN(Cc2ccc3c(c2)OCO3)C1)N1CCCC1 (stereo unspecified)	4	101	1	5	1	4	0	1586	-4	.	8
Brc1cccc(-c2nnc3sc(CNCc4ccco4)cn23)c1	3	102	1	6	1	-3	4	1696	-3	.	0
CCOC(=O)Nc1cccc(OCC(=O)Nc2ccccc2OCC)c1	5	87	0.9	16	1.1	-2	15	1403	7	-0.75	-1
CCOc1cc(NC2CS(=O)(=O)CC2O)c(OCC)cc1NC(=O)c1ccccc1 (stereo unspecified)	15	104	1	-2	1	9	-5	1614	10	-0.44	1
COc1cc(C(=O)N/N=C/c2ccc(OC(=O)N3CCOCC3)cc2)cc(OC)c1OC	1	106	1.1	-10	1	3	-13	1738	3	0.16	-5
CC(C)(C)C(=O)NNc1nc(-c2ccccc2)c2cc(Br)ccc2n1	0	110	0.9	-14	0.9	-2	13	1376	-2	-0.19	0
C/C(=N\n1cnnc1)c1ccc(C#N)cc1	-3	101	1	6	1	4	-4	1614	-5	0.58	1
CCN1/C(=C\C=C(C(C)=O)C(C)=O)Sc2ccccc21	5	78	0.6	28	0.6	-2	41	1564	4	.	4
Cc1ccc(Cc2cnc(NC(=O)CN3CCOCC3)s2)cc1Cl	8	95	1.1	10	1	-7	-12	1546	3	.	8
CC(OC(=O)c1ccco1)C(=O)Nc1ccc(Cl)cn1 (stereo unspecified)	-4	108	1.1	-2	1	-3	-10	1404	-6	0.45	3
Cc1nc(CS(=O)c2ccc(Cl)cc2)cc(NCc2ccc(Cl)cc2Cl)n1 (stereo unspecified)	4	94	1	13	1.1	2	-2	1716	7	-0.022	10

Screening results from PubChem.
